E-sel TNF inh: blocks E-selectin expression induced by TNF alpha | 120,000 tested, 0.71% active | AID 1246 | HUVEC TNFa-induced E-selectin immunofluorescence, high content | inhibition, % at 2 µM;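 active = inhibition above the batch mean plus 3 SD, and confirmed as a hit on visual image review, cut at about 43% in these data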;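 note: 0% = TNF-stimulated DMSO wells and 100% = unstimulated control wells; not every result past the cut was called active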
NPY Y2 blocker: antagonists of human neuropeptide Y receptor Y2. P49146. NPY-Y2 expressing cells, antagonist mode. inhibition, % at 2.7 µM. 140,000 tested, 0.99% active; in the data active = inhibition above about 17%;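 note: 0% = vehicle with agonist challenge and 100% = reference antagonist with challenge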
Target sequence (P49146 whole entry, looked up): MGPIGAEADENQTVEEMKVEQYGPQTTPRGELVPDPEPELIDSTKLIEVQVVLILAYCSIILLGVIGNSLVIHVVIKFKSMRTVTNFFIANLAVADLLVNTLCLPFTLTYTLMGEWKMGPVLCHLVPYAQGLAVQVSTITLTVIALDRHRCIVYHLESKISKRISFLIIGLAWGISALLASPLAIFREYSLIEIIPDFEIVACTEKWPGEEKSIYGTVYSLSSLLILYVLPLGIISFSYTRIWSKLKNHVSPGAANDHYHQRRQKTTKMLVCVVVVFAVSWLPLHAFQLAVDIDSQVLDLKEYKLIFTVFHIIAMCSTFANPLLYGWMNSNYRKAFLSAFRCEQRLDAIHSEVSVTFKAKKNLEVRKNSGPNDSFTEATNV
Phagocytosis inh: blocks phagocytosis by macrophages; J774A.1 macrophage IgG-bead phagocytosis, imaging; inhibition, % at 5 µM; 110,000 tested, 0.07% active; AID 1029;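 active = inhibition above the mean of the plate negative controls plus 5 SD, cut at about 13% in these data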;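 note: phagocytic index as fraction of beads internalized from green versus red external bead signal; plate controls were DMSO negative control for no effect and cytochalasin-D positive control for full effect; some results beyond the cut were filed as inactive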
GALR2 antag: antagonists of human galanin receptor 2 (GALR2). AID 828. inhibition, % at 4 µM. GALR2-expressing cells, antagonist mode. O43603. 140,000 tested, 0.39% active; in the data active = inhibition above about 27%;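 note: cells stimulated with galanin 1-16 at roughly its EC80; 0% = agonist challenge control and 100% = basal control without agonist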
Target sequence (O43603 whole entry, looked up): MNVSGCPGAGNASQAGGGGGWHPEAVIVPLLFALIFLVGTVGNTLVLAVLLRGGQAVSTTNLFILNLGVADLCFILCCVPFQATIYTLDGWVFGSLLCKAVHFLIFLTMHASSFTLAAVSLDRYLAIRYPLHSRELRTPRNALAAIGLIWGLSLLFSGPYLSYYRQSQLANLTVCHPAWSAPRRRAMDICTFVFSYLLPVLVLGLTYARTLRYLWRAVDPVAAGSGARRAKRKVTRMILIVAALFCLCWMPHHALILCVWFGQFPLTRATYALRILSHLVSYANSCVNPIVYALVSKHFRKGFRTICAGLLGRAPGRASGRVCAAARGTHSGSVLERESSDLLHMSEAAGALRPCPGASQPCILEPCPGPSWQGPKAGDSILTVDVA
Yeast lifespan up: extends the lifespan of yeast. S. cerevisiae growth with nicotinamide, OD615; deaD strain in restrictive glucose medium. inhibition of the nicotinamide effect, % at 10 µM. 130,000 tested, 0.68% active. AID 775;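 active = inhibition above a set limit, placed 3 SD over the median of all compounds, cut at about 26% in these data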;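 note: 0% = nicotinamide-treated wells and 100% = cells grown without nicotinamide; some compounds called inactive have numbers as strong as hits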
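Buffer or medium: CSMM-D glucose medium, restrictive; test system: modified budding yeast, DeaD strain; compound: single dose 10 µM compound, 0.25% DMSO; schedule: culture preincubation 4 h, compound exposure 48 h, both 30 °C; detection: optical density (absorbance) at 615 nm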
PTEN del growth: suppresses growth of cells with PTEN deletion | HCT116 PTEN-null viability, CellTiter-Glo, 60 h; hits give low values | 140,000 tested, 1.2% active | AID 827 | viability, % at 10 µM;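 active = viability at or below a set limit, 4 SD under the median of all tested compounds, cut at about 3.7% in these data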;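 note: PTEN knockout HCT116 line with beta catenin targeted HCT116 as companion control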
Measles CPE: protection of cells from measles virus; Measles virus-infected cells, CPE protection, absorbance; protection (pct of control), % at 4 µM; 140,000 tested, 1.5% active; in the data active = protection mostly above about 24%, no sharp cut-off; inactive = mostly below about 26%; note: some compounds called inactive have numbers as strong as hits
bCat KO growth: beta-catenin-lacking colon tumor cell growth suppression; viability, % at 10 µM; 140,000 tested, 1.5% active; AID 818; HCT116 beta-catenin knockout viability, CellTiter-Glo, 60 h; hits give low values;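 active = viability at or under a set limit, the compound median less 4 SD, cut at about 6% in these data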;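 note: 0% = Hyamine 1622 control at 20 µM and 100% = untreated cell control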
MRP1 act: activates MRP-1; 140,000 tested, 0.61% active; AID 799; viability increase, % at 10 µM; H69AR cells + doxorubicin, viability rescue, CellTiter-Glo;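 active = viability gain under doxorubicin at or above a set limit, the compound median plus 3 SD, cut at about 4.7% in these data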;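 note: MRP-1 overexpressing cells given doxorubicin 25 µM after compound pretreatment; 18-22 h compound pretreatment then 72 h with doxorubicin before readout; 0% = doxorubicin-only wells and 100% = vehicle-treated cells without doxorubicin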
BB579 growth dn: yeast BB579 growth reduction in restrictive medium. S. cerevisiae BB579 growth, OD615, 48 h. inhibition, % at 10 µM. 140,000 tested, 0.51% active. AID 804;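 active = inhibition above a set limit, 3 SD over the mean compound inhibition, cut at about 44% in these data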; note: inactives centre near -24
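Test system: S. cerevisiae DeaD strain BB579 yeast; Medium: restrictive CSMM-D medium; Compound: one dose, 10 µM compound with 0.25% DMSO; Incubation: 4 h cell preincubation, 48 h compound exposure, 30 °C humidified; Signal: OD at 615 nm; Benchmarks: amphotericin B at 10 µg/mL as positive control.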
* = called active by the depositor. Random draw from the library; 6.2% or so of the library scored in one or more.

For CCN(CC)S(=O)(=O)c1ccc(NC(=O)COC(=O)CNS(=O)(=O)/C=C/c2ccccc2)cc1 the results were NPY Y2 blocker 1, Phagocytosis inh -8, GALR2 antag -7, Yeast lifespan up 0, PTEN del growth 95, Measles CPE 4, bCat KO growth 91, MRP1 act -1.9 and BB579 growth dn -40.
Cc1[nH]c2ccccc2c1C(=O)C(=O)NCCc1ccc(S(N)(=O)=O)cc1 was read as E-sel TNF inh -22, NPY Y2 blocker 3, Phagocytosis inh -2, GALR2 antag 4, Yeast lifespan up -2, PTEN del growth 101, Measles CPE 2, bCat KO growth 96, MRP1 act -1.1 and BB579 growth dn -17.
`Cc1cccc(NCc2nc(SCC(N)=O)n[nH]2)c1` gave E-sel TNF inh -25, NPY Y2 blocker 1, Phagocytosis inh 0, GALR2 antag -7, Yeast lifespan up 1, PTEN del growth 98, Measles CPE 21, bCat KO growth 98, MRP1 act -1.6 and BB579 growth dn -13.
Screening C=CCNC(=O)c1c(Cl)nc(C)c([N+](=O)[O-])c1C returned NPY Y2 blocker 2, Phagocytosis inh -2, GALR2 antag 1, Yeast lifespan up 1, PTEN del growth 84, Measles CPE 9, bCat KO growth 94, MRP1 act -1.9 and BB579 growth dn -40.
Screening COC(=O)c1nnc(-c2ccccc2)nc1OC returned E-sel TNF inh 13, NPY Y2 blocker 9, Phagocytosis inh 0, GALR2 antag -3, Yeast lifespan up -15, PTEN del growth 101, Measles CPE 1, bCat KO growth 102, MRP1 act 3.4 and BB579 growth dn -18.
`NC(=O)CNC(=O)[C@@H]1CC2(CC(c3ccc(Cl)cc3)=NO2)CN1C(=O)c1ccccc1` (stereo not given in full) gave E-sel TNF inh -13, NPY Y2 blocker 2, GALR2 antag 1, Yeast lifespan up -9, PTEN del growth 110, Measles CPE 13, bCat KO growth 105, MRP1 act -2.0 and BB579 growth dn -24.
CC(=O)Nc1ccc(N/C=C/C(=O)c2ccco2)cc1 was read as E-sel TNF inh -13, NPY Y2 blocker 2, Phagocytosis inh 6, GALR2 antag 1, Yeast lifespan up -9, PTEN del growth 63, Measles CPE 15, bCat KO growth 68, MRP1 act -1.5 and BB579 growth dn 19.
Screening COc1ccc(C2=NOC(C(=O)Nc3c(C)n(C)n(-c4ccccc4)c3=O)C2)cc1OC (stereo not given) returned NPY Y2 blocker -1, Phagocytosis inh 0, GALR2 antag 1, Yeast lifespan up -4, PTEN del growth 97, Measles CPE 2, bCat KO growth 91, MRP1 act -0.7 and BB579 growth dn -4.
`COC(=O)c1ccc(C)c(NS(=O)(=O)c2ccc(OC)cc2)c1` gave E-sel TNF inh 25, NPY Y2 blocker 7, Phagocytosis inh 3, GALR2 antag 20, Yeast lifespan up 1, PTEN del growth 17, Measles CPE 3, bCat KO growth 17, MRP1 act -2.1 and BB579 growth dn -44.
CC1(CCc2ccccc2)NC(=O)N(Cc2nnc(-c3ccccc3Br)o2)C1=O (stereo not given) was read as NPY Y2 blocker 5, Phagocytosis inh 0, GALR2 antag -5, Yeast lifespan up -12, PTEN del growth 88, Measles CPE 6, bCat KO growth 88, MRP1 act -0.8 and BB579 growth dn -32.
For Cn1c(=O)c2c(nc(CN3CCN(C(=O)c4ccco4)CC3)n2CCCc2ccccc2)n(C)c1=O the results were NPY Y2 blocker 3, Phagocytosis inh 0, GALR2 antag 0, Yeast lifespan up -3, PTEN del growth 71, Measles CPE 2, bCat KO growth 72, MRP1 act -3.8 and BB579 growth dn 23.
CC(C)(C)NC(=O)NC(=O)CSc1ncc(C(F)(F)F)cc1Cl was read as E-sel TNF inh 4, NPY Y2 blocker 5, Phagocytosis inh 0, GALR2 antag 2, Yeast lifespan up 2, PTEN del growth 100, Measles CPE 8, bCat KO growth 97, MRP1 act 1.0 and BB579 growth dn -75.
Screening COc1ccc(-c2cn3c(C)c(C(=O)Nc4cccc(C)n4)sc3n2)cc1 returned E-sel TNF inh -4, NPY Y2 blocker 6, GALR2 antag -2, Yeast lifespan up -9, PTEN del growth 86, Measles CPE 7, bCat KO growth 88, MRP1 act -3.5 and BB579 growth dn -40.
`O=C(O)CCCCCn1c(SCC(=O)N2CCCC2)nc2ccsc2c1=O` gave NPY Y2 blocker 9, GALR2 antag 5, Yeast lifespan up -11, PTEN del growth 90, Measles CPE 22, bCat KO growth 91, MRP1 act -1.2 and BB579 growth dn -30.
COc1cc(CNCCc2ccccc2)ccc1OCC(=O)NC(C)(C)C was read as E-sel TNF inh -14, NPY Y2 blocker 4, GALR2 antag -11, Yeast lifespan up -2, PTEN del growth 91, Measles CPE 2, bCat KO growth 80, MRP1 act -3.7 and BB579 growth dn 13.

Fetched by compound from the entries so far (two):
CC(C)(C)NC(=O)NC(=O)CSc1ncc(C(F)(F)F)cc1Cl was read as E-sel TNF inh 4, NPY Y2 blocker 5, Phagocytosis inh 0, GALR2 antag 2, Yeast lifespan up 2, PTEN del growth 100, Measles CPE 8, bCat KO growth 97, MRP1 act 1.0 and BB579 growth dn -75.
CC(=O)Nc1ccc(N/C=C/C(=O)c2ccco2)cc1 was read as E-sel TNF inh -13, NPY Y2 blocker 2, Phagocytosis inh 6, GALR2 antag 1, Yeast lifespan up -9, PTEN del growth 63, Measles CPE 15, bCat KO growth 68, MRP1 act -1.5 and BB579 growth dn 19.

Other entries follow.
Screening CC(CN(C)Cc1ccccc1)OC(=O)c1cccc(F)c1 (stereo not given) returned NPY Y2 blocker 10, Phagocytosis inh 9, GALR2 antag 5, Yeast lifespan up 6, PTEN del growth 103, Measles CPE 4, bCat KO growth 83, MRP1 act -0.7 and BB579 growth dn -18.
`O=C(CSc1nc(C2CC2)nc2ccccc12)N1CCc2ccccc2C1` gave NPY Y2 blocker 8, Phagocytosis inh 0, GALR2 antag 3, Yeast lifespan up -6, PTEN del growth 57, Measles CPE 10, bCat KO growth 70, MRP1 act -5.7 and BB579 growth dn -32.
Screening CSCCC(NC(=O)c1cc([N+](=O)[O-])ccc1Cl)C(=O)O (stereo not given) returned E-sel TNF inh 15, NPY Y2 blocker 3, Phagocytosis inh -7, GALR2 antag 4, Yeast lifespan up 0, PTEN del growth 89, Measles CPE 12, bCat KO growth 112, MRP1 act -1.2 and BB579 growth dn -5.
CCC(=O)N1CCc2cc(S(=O)(=O)NCCCOC)ccc21 was read as E-sel TNF inh 3, NPY Y2 blocker 0, GALR2 antag 5, Yeast lifespan up 8, PTEN del growth 95, Measles CPE 10, bCat KO growth 81, MRP1 act -1.4 and BB579 growth dn -32.
COc1ccc(CNc2ccc(S(N)(=O)=O)cc2)cc1 was read as NPY Y2 blocker 1, Phagocytosis inh -2, GALR2 antag -1, Yeast lifespan up -5, PTEN del growth 83, Measles CPE 3, bCat KO growth 84, MRP1 act 3.5 and BB579 growth dn -2.
CCN(C(=O)CSc1nnc(Cc2cccc3ccccc23)n1N)C1CCS(=O)(=O)C1 (stereo not given) was read as NPY Y2 blocker -1, GALR2 antag -1, Yeast lifespan up -6, PTEN del growth 107, Measles CPE 5, bCat KO growth 96, MRP1 act -0.2 and BB579 growth dn -54.
Screening CCCC(c1nnnn1CCC(C)C)N1CCC(C(N)=O)CC1 (stereo not given) returned E-sel TNF inh 9, NPY Y2 blocker -1, Phagocytosis inh 1, GALR2 antag 3, Yeast lifespan up -12, PTEN del growth 98, Measles CPE 8, bCat KO growth 91, MRP1 act -1.1 and BB579 growth dn -10.
Cc1ccc(S(=O)(=O)c2c(N)n(CCN3CCOCC3)c3nc4ccccc4nc23)cc1C was read as E-sel TNF inh -10, NPY Y2 blocker 1, Phagocytosis inh 0, GALR2 antag 0, Yeast lifespan up -3, PTEN del growth 92, Measles CPE 7, bCat KO growth 91, MRP1 act -1.7 and BB579 growth dn -33.
Screening CC(C)(C)N(NC(=O)Nc1ccc(Cl)cc1)C(=O)c1ccccc1 returned E-sel TNF inh -14, NPY Y2 blocker 1, GALR2 antag 7, Yeast lifespan up -7, PTEN del growth 81, Measles CPE 27, bCat KO growth 84, MRP1 act -2.0 and BB579 growth dn -17.
COC(=O)N/N=C/c1ccc(-c2ccc(Cl)c(Cl)c2)o1 was read as E-sel TNF inh 26, NPY Y2 blocker 4, Phagocytosis inh -3, GALR2 antag -7, Yeast lifespan up -7, PTEN del growth 68, Measles CPE 8, bCat KO growth 81, MRP1 act 9.2* and BB579 growth dn -12.
For CCOC(=O)Nc1sc(C)c(C)c1C(=O)OCC the results were NPY Y2 blocker 7, Phagocytosis inh 0, GALR2 antag -6, Yeast lifespan up -6, PTEN del growth 91, Measles CPE 13, bCat KO growth 91, MRP1 act -0.9 and BB579 growth dn -15.
For CCOc1ccc(-n2c(SCc3ccc(C(=O)OC)o3)nc3c(c2=O)SCC3)cc1 the results were E-sel TNF inh -50, NPY Y2 blocker 8, Phagocytosis inh -1, GALR2 antag 10, Yeast lifespan up -1, PTEN del growth 80, Measles CPE 13, bCat KO growth 68, MRP1 act -0.2 and BB579 growth dn -56.
Screening CCOC(=O)c1nn(-c2ccccc2F)c(-c2ccccc2)c1C(=O)c1ccccc1 returned E-sel TNF inh -19, NPY Y2 blocker 4, GALR2 antag 2, Yeast lifespan up -5, PTEN del growth 71, Measles CPE 13, bCat KO growth 86, MRP1 act -1.6 and BB579 growth dn -46.
For COc1ccc(N=C2NN=C(c3c(C)[nH]c4ccccc34)CS2)cc1 the results were E-sel TNF inh 7, NPY Y2 blocker -2, Phagocytosis inh -1, GALR2 antag 2, Yeast lifespan up -5, PTEN del growth 5, Measles CPE 11, bCat KO growth 3.8*, MRP1 act -5.0 and BB579 growth dn -24.
`CCN(CC)c1ccc(NC(=O)c2[nH]c(C)c(C(C)=O)c2C)c(C)c1` gave E-sel TNF inh -22, NPY Y2 blocker 1, Phagocytosis inh 0, GALR2 antag -3, Yeast lifespan up 0, PTEN del growth 101, Measles CPE 13, bCat KO growth 87, MRP1 act 0.6 and BB579 growth dn -49.
Screening O=C(Oc1ccc(=O)n(-c2ccccc2)n1)c1ccc(Cl)cc1 returned E-sel TNF inh -8, NPY Y2 blocker 0, GALR2 antag -2, Yeast lifespan up 51*, PTEN del growth 110, Measles CPE 4, bCat KO growth 93, MRP1 act 0.8 and BB579 growth dn -34.
Screening O=C(N/N=C/c1c(Cl)[nH]c2ccccc12)c1sc2ccccc2c1Cl returned E-sel TNF inh 2, NPY Y2 blocker -2, Phagocytosis inh -2, GALR2 antag 10, Yeast lifespan up -2, PTEN del growth 21, Measles CPE 7, bCat KO growth 22, MRP1 act -3.6 and BB579 growth dn -53.
Screening O=C(OCn1nnc2ccccc2c1=O)C1CCN(S(=O)(=O)c2cccs2)CC1 returned E-sel TNF inh -35, NPY Y2 blocker 2, GALR2 antag 16, Yeast lifespan up -11, PTEN del growth 103, Measles CPE 3, bCat KO growth 101, MRP1 act -0.3 and BB579 growth dn -30.
`Fc1ccc(N/N=C/C=C/c2ccccc2)c(F)c1` gave NPY Y2 blocker -1, Phagocytosis inh -1, GALR2 antag 4, Yeast lifespan up -7, PTEN del growth 82, Measles CPE 16, bCat KO growth 75, MRP1 act -1.9 and BB579 growth dn -35.
